Source: PubChem BioAssay (several laboratories)
S1P4 agonist = human S1P4 receptor agonism | activation, % at 4.98 µM | AID 1509 | S1P4-expressing cell line, agonist reporter assay | hit rate 0.35% among 220,000; in the data active = activation above about 11%;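 note: 0% = DMSO vehicle and 100% = reference agonist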
Target sequence (O95977 whole entry, looked up): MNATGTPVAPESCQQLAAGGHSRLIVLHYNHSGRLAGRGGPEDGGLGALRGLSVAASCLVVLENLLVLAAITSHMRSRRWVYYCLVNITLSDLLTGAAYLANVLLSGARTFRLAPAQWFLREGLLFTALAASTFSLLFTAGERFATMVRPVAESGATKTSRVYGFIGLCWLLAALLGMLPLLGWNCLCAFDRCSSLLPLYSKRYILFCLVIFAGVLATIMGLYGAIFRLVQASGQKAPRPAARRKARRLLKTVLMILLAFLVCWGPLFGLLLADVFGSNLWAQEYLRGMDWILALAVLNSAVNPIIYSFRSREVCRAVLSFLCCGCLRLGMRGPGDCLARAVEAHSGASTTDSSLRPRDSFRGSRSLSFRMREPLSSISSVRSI
Runt-CBFb FRET = inhibitors of human RUNX1 Runt domain binding to CBFb | Cerulean-Runt/Venus-CBFb FRET ratio 530/480, 1 h | Q01196+Q13951 | hit rate 0.46% among 220,000 | inhibition, % at 20 µM | AID 1496;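 active = inhibition over about 50% at 20 µM in the single-dose screen, limit read from the data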;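 note: 0% = DMSO wells and 100% = excess unlabeled CBFb competitor control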
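Assay system: Cerulean-tagged RUNX1 Runt domain (FRET donor) fusion protein / Amount: 100 nM each of Venus-CBFb and Cerulean-Runt domain / Medium: Tris buffer pH 7.5 with salts and BSA / Also added: Venus-CBFb 100 nM / Schedule: 1 h complex formation plus 1 h compound treatment, room temperature / Signal: FRET fluorescence / Read-out: loss of energy transfer signal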
S1P4 antag = antagonists of human S1P4 receptor; inhibition, % at 4.98 µM; S1P4-expressing cells, antagonist mode, reporter read-out; hit rate 0.26% among 220,000; AID 1510; in the data active = inhibition above about 29%;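 note: 0% = wells stimulated with agonist and 100% = vehicle wells without agonist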
RBBP9 inhibitor = inhibitors of human serine hydrolase RBBP9 | O75884 | recombinant RBBP9, FP-Rh probe fluorescence polarization | inhibition, % at 7.94 µM | hit rate 0.2% among 220,000 | AID 1515;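 active = inhibition above the campaign mean of all tested compounds plus 3 SD, cut at about 14% in these data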;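 note: plate controls were DMSO wells with RBBP9 for no effect and wells lacking RBBP9 protein for full effect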
Target sequence (O75884 whole entry, looked up): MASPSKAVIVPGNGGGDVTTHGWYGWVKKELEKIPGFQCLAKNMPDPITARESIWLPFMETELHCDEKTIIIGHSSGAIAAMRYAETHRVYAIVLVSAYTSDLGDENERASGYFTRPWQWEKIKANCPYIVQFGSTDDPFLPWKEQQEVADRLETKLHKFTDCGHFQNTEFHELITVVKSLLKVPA
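Assay system: recombinant human RBBP9; Reagent: Serine-hydrolase probe FP-Rh, 375 nM pre-mixing; Doses: 7.94 µM single dose, 0.794% DMSO; Incubation: 30 min then 45 min, 25 °C; Detection: fluorescence polarization (mP), excitation 525 nm, emission 598 nm; Evaluation: percent inhibition from mP, scaled between DMSO and no-protein wells.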
NPY-Y1 PAM-ag = potentiators or agonists of human neuropeptide Y receptor Y1; activation, % at 3.6 µM; hit rate 0.37% among 220,000; AID 1304; NPY-Y1 expressing cells, potentiator/agonist activation; P25929; in the data active = activation above about 33%, passing the limit was not always enough;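 note: cells stimulated with NPY at EC10 then isoproterenol at EC100; 0% = low agonist plus stimulus and 100% = saturating agonist plus stimulus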
Target sequence (P25929 whole entry, looked up): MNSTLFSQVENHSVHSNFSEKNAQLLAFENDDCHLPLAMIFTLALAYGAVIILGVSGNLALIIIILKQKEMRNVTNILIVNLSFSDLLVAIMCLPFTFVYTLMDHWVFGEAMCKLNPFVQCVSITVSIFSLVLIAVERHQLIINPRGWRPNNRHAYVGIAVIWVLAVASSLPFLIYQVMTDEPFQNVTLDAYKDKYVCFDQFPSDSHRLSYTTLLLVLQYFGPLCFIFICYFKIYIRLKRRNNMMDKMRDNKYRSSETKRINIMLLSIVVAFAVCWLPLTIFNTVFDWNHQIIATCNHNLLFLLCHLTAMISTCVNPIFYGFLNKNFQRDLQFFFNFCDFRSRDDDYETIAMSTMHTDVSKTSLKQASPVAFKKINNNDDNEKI
Ba/F3 V617F tox = loss of viability in JAK2V617F-driven Ba/F3 cells. hit rate 1.1% among 220,000. inhibition, % at 5.6 µM. Ba/F3 EpoR-JAK2V617F viability, ATP luminescence;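 active = inhibition above the campaign mean plus 3 SD over all tested compounds, cut at about 24% in these data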;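 note: cytokine-independent growth of Ba/F3 cells driven by EpoR plus mutant JAK2; 0% = DMSO-treated cells and 100% = JAK inhibitor I control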
BaF3 tox = parental Ba/F3 viability inhibition as JAK2V617F counter-screen | AID 1486 | CellTiter-Glo ATP luminescence | hit rate 1.1% among 220,000 | inhibition, % at 5.6 µM;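 active = inhibition above a per-campaign cutoff, the mean inhibition of all tested compounds plus 3 SD, cut at about 27% in these data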;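 note: 0% = DMSO wells and 100% = JAK Inhibitor I control wells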
NPY Y1 blocker = antagonists of human neuropeptide Y receptor Y1. P25929. HEK293-CNG Y1 cells, membrane potential fluorescence; NPY at EC95, then isoproterenol. inhibition, % at 3.6 µM. hit rate 1% among 200,000. AID 1040;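 active = inhibition above the campaign mean inhibition of all tested compounds plus 3 SD, cut at about 20% in these data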;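 note: 0% = DMSO wells given NPY plus isoproterenol and 100% = isoproterenol alone without NPY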
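Test system: HEK293 cells co-expressing NPY Y1 receptor and cyclic-nucleotide gated channel; Also added: NPY (25 nM), isoproterenol (1 µM), Ro 20-1724 (25 µM); Compound dosing: one concentration, 3.6 µM, in 0.4% DMSO; Timing: dye 3 h, compound 60 min room temperature, stimulation 45 min; Technique: Membrane-potential fluorescent dye readout.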
NPY2 pot ag = human NPY-Y2 potentiation or agonism, primary screen; P49146; cells expressing NPY-Y2, potentiator/agonist read-out; activation, % at 3.6 µM; hit rate 0.45% among 220,000; AID 1359; in the data active = activation above about 27%;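 note: cells stimulated with NPY near EC25 plus isoproterenol at EC100; 0% = vehicle plus submaximal agonist and 100% = vehicle plus saturating agonist; some results beyond the cut were filed as inactive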
The depositor's hits bear a star; · = not tested or not shown.

SMILES	S1P4 agonist	Runt-CBFb FRET	S1P4 antag	RBBP9 inhibitor	NPY-Y1 PAM-ag	Ba/F3 V617F tox	BaF3 tox	NPY Y1 blocker	NPY2 pot ag
Cc1nc(C)c(/C(O)=C/c2nc3ccc([N+](=O)[O-])cc3oc2=O)o1	0.1	-3	-13	-11	11	-1	4	1	6
Cc1ccc2nsnc2c1NC(=O)c1cncc(Br)c1	0.1	0	-11	-3	-9	0	3	2	-11
CC(C)(C)NC(=O)C(c1ccncc1)N(C(=O)Cn1nnc(-c2ccc(F)cc2)n1)c1ccc(F)cc1 (configuration not stated)	-0.4	·	-4	-2	-9	3	81*	-1	-9
CNc1nc(N2CCc3ccccc32)ncc1F	1.6	0	-13	-4	-14	-3	7	-4	2
C=CCN1C(=O)CS/C1=N\S(=O)(=O)c1ccc(Cl)cc1	11*	-2	-4	-12	-27	-5	4	-2	17
CS(=O)(=O)N(CC(=O)NC1CCCCC1)Cc1ccc(F)cc1	1.7	-3	-16	7	13	2	-1	3	-8
CCn1cc(C(=O)NCc2ccncc2)c(=O)c2cc(F)c(N3CCN(C(=O)c4ccco4)CC3)cc21	0.7	-1	0	3	20	-1	8	·	8
COC1CCCN(Cc2cn(C)nc2-c2ccc(Oc3ccccc3)cc2)C1 (configuration not stated)	0.1	0	0	-12	2	4	7	4	-14
Cc1c(CN2CCCC(C(=O)c3cccc(OC(C)C)c3)C2)c(=O)n(-c2ccccc2)n1C (configuration not stated)	-0.8	0	2	-1	2	-2	1	5	13
NC(=O)c1cccn(Cc2ccc(C(F)(F)F)cc2)c1=O	-2.6	0	-4	1	-11	6	12	8	-11
COc1ccc(C(=O)C2CCCN(Cc3ccc4nonc4c3)C2)c(C)c1 (configuration not stated)	1.8	-1	-9	-3	-12	-3	3	·	-21
COc1ccc(NC2CC(=O)N(c3ccccc3)C2=O)cc1 (configuration not stated)	0.3	0	3	-3	-14	-1	3	-3	-10
COc1ccc2sc(N(CCCN(C)C)C(=O)c3nc4ccccc4s3)nc2c1	3.3	4	-4	-5	4	1	8	3	-3
COc1ccc(NC(=O)CN2CC(C)OC(C)C2)cc1Cl (configuration not stated)	1.0	3	-6	-9	4	4	2	-5	-5
O=c1oc2ccccc2c(NCc2ccc(Cl)cc2)c1[N+](=O)[O-]	-0.1	-1	-16	1	0	1	-6	·	-3
CC12CN3CC(C)(CN(C1)C3c1ccc(Cl)cc1Cl)C2=O (configuration not stated)	-0.1	0	2	-6	3	2	2	2	-1
COc1ccc(C(=O)Oc2cc(/C=N/NS(=O)(=O)c3ccccc3)ccc2OC)cc1	0.6	0	-2	-7	-8	1	1	7	-19
COc1cc(NC(=O)C/C(C)=N/NC(=O)C(=O)NC2CCCCC2)c(OC)cc1Cl	-0.6	1	20	-6	3	1	5	-1	0
O=C1N=C(N2CCOCC2)S/C1=C/c1ccc(-c2ccccc2Cl)o1	-2.2	-6	-8	4	-1	4	3	-2	-10
COC(=O)[C@@H](NC(=O)Nc1ccc(C(C)=O)cc1)C(C)C	1.8	0	2	-6	5	-4	2	-5	8
C=CCOC(=O)/C(=C\c1ccc(OC)cc1)NC(=O)c1ccco1	1.5	0	-3	2	-1	1	8	89*	-10
N#Cc1cccc(NC(=O)Nc2cccs2)c1	0.5	9	14	-4	21	1	3	4	13
CSc1nnc([C@@H](NC(=O)OC(C)(C)C)C(C)C)o1	-1.5	0	5	7	12	-5	-1	4	16
O=C(c1n[nH]c(=O)c2ccccc12)N1CCN(Cc2ccc3c(c2)OCO3)CC1	1.0	-1	-3	0	12	0	-5	·	-3
COc1cc2c(cc1NC(=O)c1ccco1)CCCC2	-2.4	1	-4	1	-6	-4	0	13	-4
CCN(CC)C(=O)N1CCn2c(nc3ccccc32)C1	-4.0	0	1	4	-5	-3	0	10	6
c1ccc(-c2c[n+]3c(n2-c2ccccc2)CCC3)cc1	0.4	0	-4	-3	9	71*	65*	·	4
CCOC(=O)c1c(C)[nH]c(C(=O)NNC(=O)c2ccc(C(C)(C)C)cc2)c1C	3.4	-2	-18	-4	-15	2	10	1	-5
Cc1cc(C)c2c(=O)[nH]c(SCc3ccccc3)nc2n1	0.1	2	-13	-9	-10	0	6	9	-8
CC(C)N1CCC(N2CCN(CCCn3cccn3)CC2CCO)CC1 (configuration not stated)	-1.5	1	-17	-13	14	-1	5	-1	-13
N#Cc1ccccc1NC(=O)Nc1cccc(Cl)c1	0.4	1	-7	-7	-6	-1	0	1	-1
O=C(Cc1cnn(-c2ccccc2)c1)c1ccc(O)c(O)c1O	1.4	35	4	-22	-20	7	6	-5	-16
COc1ccc(C(=O)Cn2c(C)nc([N+](=O)[O-])c2Br)cc1	-0.8	1	-3	-6	1	15	-5	·	-17
COc1ccccc1CNS(=O)(=O)c1c(C)noc1C	1.5	-1	-2	4	15	1	3	3	10
O=C(Cn1c(=O)n(-c2ccccc2)c(=O)c2sccc21)N1CCCC1	0.1	5	-4	3	5	-3	1	5	3
CN(C)S(=O)(=O)c1cccc(NC(=O)COC(=O)c2ccc(Br)o2)c1	-1.5	-1	-1	-12	8	1	1	2	-1
COc1cccc(N2CCN(Cc3nc4ccccc4c(=O)[nH]3)CC2)c1	-4.2	-1	-14	4	-33	-4	1	8	-36
CCOC(=O)C1CCN(C(=O)c2ccccc2NS(=O)(=O)c2ccc(F)cc2)CC1	-1.8	1	-4	-1	-6	-1	6	2	4
CSc1ccccc1NC(=O)c1ccccc1C	-0.4	1	-9	-5	-4	1	3	10	-3
CC(c1ccccn1)N(CCN(C)C)C(=S)Nc1cccc(F)c1 (configuration not stated)	0.8	0	-2	-2	-10	-4	3	1	-6
CCOC(=O)C(NC(C)=O)(N1CCOCC1)C(F)(F)F (configuration not stated)	0.5	0	12	-9	-11	0	4	-4	9
Cc1ccc(-n2nnnc2SCC(=O)c2c(N)n(CC(C)C)c(=O)n(C)c2=O)cc1	-0.7	-2	-7	-2	-10	-3	-1	-3	8
COc1ccccc1NC(=O)C1=C(C)NC2=C(C(=O)CCC2)C1c1ccc2c(c1)OCO2 (configuration not stated)	1.7	0	-9	-7	-19	4	7	-3	-16
O=C(O)C1CCN(C(=O)CSc2nc3ccccc3s2)CC1	-1.1	3	-21	2	6	-2	2	1	6
CC(O)c1nc2ccc(C(=O)O)cc2[nH]1 (configuration not stated)	-0.5	4	-6	10	-1	-5	-7	·	1
CN(C)c1ccc(/C=C(/NC(=O)c2ccccc2)C(=O)N/N=C/c2ccc([N+](=O)[O-])c(O)c2)cc1	-1.1	3	-18	-3	34	-4	2	-12	33*
CCC(=O)N1C(C(=O)N2CCCC2)CSC1c1ccc(OC)cc1 (configuration not stated)	0.6	-1	10	-12	-14	1	4	3	-1
CC(C)(/C=N/NC(=O)CSCc1ccc(Cl)cc1)CCC#N	0.5	0	0	-9	-11	5	6	-2	4
CN(C)c1nccc(NCc2ccccc2)c1C#N	-2.1	0	1	-3	3	5	9	-1	-4
CC(CCc1ccccc1)NC(=O)C1CCN(S(=O)(=O)N2CCCCC2)CC1 (configuration not stated)	1.3	-2	-9	2	-24	0	1	6	-9
O=C(NCC1CCN(S(=O)(=O)c2ccccc2)CC1)Nc1ccccc1	3.0	2	8	-1	-5	5	1	·	-25
COc1ccc(C)cc1N(C(=O)c1cccc(F)c1)c1nc2ccccc2s1	1.4	0	-6	-5	-19	-3	5	8	-6
CN(Cc1nc(-c2ccccn2)no1)S(=O)(=O)c1ccccc1	-0.6	6	-4	-2	4	-6	2	0	8
COc1ccc(NC(=S)N(CCCN2CCC(C)CC2)Cc2cccs2)cc1Cl	-3.0	19	9	-6	-6	0	3	4	-18
CCN(CC)CCNc1nc(-c2ccccc2)nnc1C(F)(F)F	-1.6	0	6	-5	7	-1	5	-3	-14
O=C(Nc1ccc(Cl)cc1)N1CCCC(Cn2cccc2)C1 (configuration not stated)	-0.3	-1	1	-4	21	-1	-2	·	15
COc1cc(C(C#N)N2CCOCC2)ccc1O (configuration not stated)	-1.0	0	8	-10	-3	1	2	5	5
COc1cccc(-n2cc(CNCc3c(C(=O)N(C)C)nc4ccc(Cl)cn34)cn2)c1	-0.5	0	8	-12	0	1	7	10	-7
CCN1C(=O)C2(C(C(=O)c3cc4ccccc4o3)=C(O)C(=O)N2CCCN(C)C)c2ccccc21 (configuration not stated)	-0.4	0	0	-6	31	-1	-1	·	25
Cc1ccccc1NCC(=O)N/N=C/c1c[nH]c2ccccc12	-0.2	-3	9	4	46*	-6	-1	-10	15

Following part
SMILES	S1P4 agonist	Runt-CBFb FRET	S1P4 antag	RBBP9 inhibitor	NPY-Y1 PAM-ag	Ba/F3 V617F tox	BaF3 tox	NPY Y1 blocker	NPY2 pot ag
Cn1c(=O)c2c(nc(CN3CCN(c4ccccc4)CC3)n2CCCc2ccccc2)n(C)c1=O	-2.4	·	-13	-4	-10	-1	3	9	4
CC(=O)N1CCN(c2ccc(Oc3ncnc4sccc34)cc2)CC1	0.1	0	-25	-6	-8	-5	3	-1	9
COC(=O)c1ccccc1NC(=O)COc1ccc(S(=O)(=O)NC(C)C)cc1	5.6	-3	-6	-2	2	2	7	-2	-9
CCOc1ccccc1NC(=O)NC1CCN(CC(=O)Nc2ccc3c(c2)OCCO3)CC1	1.8	0	-8	-4	16	4	8	1	-4
Cc1ccc(S(=O)(=O)CCC(=O)OCC(=O)c2c(C)[nH]c3ccccc23)cc1	2.2	-4	-36	-3	4	-5	2	0	1
Fc1ccc(-c2cc(C(F)(F)F)nc(-n3cncn3)n2)cc1	2.5	0	3	2	-17	1	5	10	5
CC(=O)c1cc(C#N)c(Oc2ccc(F)cc2)nc1C	0.9	-3	-15	-8	7	-1	5	6	18
Cc1cc(C)n2cc(CSc3ccc(Cl)cc3)nc2n1	0.2	-2	10	-6	13	3	-2	·	-15
COc1ccc(Cl)cc1Nc1cc(C)nc2nc(C)nn12	-0.2	1	-6	-8	-26	2	11	2	0
CC1(C)CC(=O)C2=C(C1)OC(N)=C(C#N)[C@@H]2c1ccccc1[N+](=O)[O-]	1.1	94*	6	4	21	-3	1	·	-5

Molecules listed so far containing a COOH group (two):
SMILES	S1P4 agonist	Runt-CBFb FRET	S1P4 antag	RBBP9 inhibitor	NPY-Y1 PAM-ag	Ba/F3 V617F tox	BaF3 tox	NPY Y1 blocker	NPY2 pot ag
O=C(O)C1CCN(C(=O)CSc2nc3ccccc3s2)CC1	-1.1	3	-21	2	6	-2	2	1	6
CC(O)c1nc2ccc(C(=O)O)cc2[nH]1 (configuration not stated)	-0.5	4	-6	10	-1	-5	-7	·	1
